Assay outcomes as filed in PubChem.
D2 agonist – HTS Assay for Allosteric Agonists of the Human D2 Dopamine Receptor: Primary Screen for Agonists | actives 0.53% (n = 340,000) | AID 485358, 2010 | D(2) dopamine receptor (Homo sapiens), P14416 | HEK293 T-REx D2 cells, calcium flux agonist mode | activation, % at 2 µM;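 active means activation over 3 SD above normal in the single-dose calcium agonist read, cut at about 30% in these data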; further: 0% is about no effect
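Tetracycline-induced HEK293 Trex cells with D2 receptor force-coupled to calcium signaling, plated overnight at 30 C and loaded with no-wash calcium dye. Calcium flux read kinetically for 180 s after compound addition; responses flag agonists.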
USP1 inh – Inhibitors of USP1/UAF1: Primary Screen. AID 743255, 2014. Ubiquitin carboxyl-terminal hydrolase 1 (Homo sapiens), O94782. Potency, µM (doses to about 57.1 µM), for the others: top-dose activity change, negative = inhibition, actives largely listed as inhibitors. recombinant USP1/UAF1, Ub-Rhodamine cleavage fluorescence. actives 0.23% (n = 390,000); further: potency means the concentration at half of the fitted maximal effect; on the % scale 0 is the no-effect control and ±100 the full control effect; nearly all actives have a fitted effect of over 60% in size; inactives centre near -12
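In this screen, compounds sit with the deubiquitinase complex (1nM) for 15 min at room temperature before Ub-Rho is added at 150nM final. Fluorescence rise is then followed for 6 reads every 60 seconds.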
IDH1 R132H inh – qHTS for Inhibitors of mutant isocitrate dehydrogenase 1 (IDH1): qHTS; Potency, µM (highest dose often 76.6 µM), without a hit: at the highest dose activity change, negative = inhibition, hits mostly inhibitors; IDH1-R132H enzyme, NADPH consumption, diaphorase/resazurin fluorescence; AID 602179, 2012; Isocitrate dehydrogenase [NADP] cytoplasmic (Homo sapiens), O75874; actives 0.093% (n = 390,000); further: potency means the concentration at half of the fitted maximal effect; on the % scale 0 is the no-effect control and ±100 the full control effect; nearly all actives have a fitted effect of over 65% in size
Target sequence (O75874 whole entry R132H, stated change not applied): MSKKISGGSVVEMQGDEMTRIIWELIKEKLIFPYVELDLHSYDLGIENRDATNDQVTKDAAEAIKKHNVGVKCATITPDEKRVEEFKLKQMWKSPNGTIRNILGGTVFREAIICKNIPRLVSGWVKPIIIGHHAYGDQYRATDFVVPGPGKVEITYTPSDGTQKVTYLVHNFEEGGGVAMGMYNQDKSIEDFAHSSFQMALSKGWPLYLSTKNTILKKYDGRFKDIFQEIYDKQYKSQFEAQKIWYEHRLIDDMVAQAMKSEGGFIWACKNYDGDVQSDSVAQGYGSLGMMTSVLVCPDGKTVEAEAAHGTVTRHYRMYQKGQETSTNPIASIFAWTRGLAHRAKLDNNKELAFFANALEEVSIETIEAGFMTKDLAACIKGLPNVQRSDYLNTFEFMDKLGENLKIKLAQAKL
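IDH1-R132H (0.5 ug/mL dispensed) in pH 7.5 Tris buffer was preincubated 30 min with compound, then given a substrate mix of 0.016 mM NADPH and 2 mM alpha-KG for 80 min at room temperature; remaining NADPH was read by diaphorase/resazurin fluorescence.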
Pin1 inh – qHTS Assay to Find Inhibitors of Pin1; AID 504891, 2011; Potency, µM (series often up to 115 µM), inactives show at the highest dose activity, negative = inhibition, usual class: inhibitors; actives 0.009% (n = 390,000); Pin1 FP peptide displacement, HiFluor488, 10 min; Peptidyl-prolyl cis-trans isomerase NIMA-interacting 1 (Homo sapiens), Q13526; active means well fitted inhibition curve with a large enough effect in the polarisation, with a control signal flat, not every such curve was filed as active; inconclusive means small, poorly fitted or top-dose-only effect, or effect the other way, or a change in a side signal; inactive means no such curve, though single readings can be large or run the other way; the % refers to the polarisation; further: potency means the concentration at half of the fitted maximal effect; on the % scale 0 is the no-effect control and ±100 the full control effect
Target sequence (Q13526 whole entry, looked up): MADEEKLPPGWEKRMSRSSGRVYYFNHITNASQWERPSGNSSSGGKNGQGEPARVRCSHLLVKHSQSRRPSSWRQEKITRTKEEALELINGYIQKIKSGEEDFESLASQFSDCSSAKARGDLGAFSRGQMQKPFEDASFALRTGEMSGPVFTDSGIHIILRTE
TRHR ag – qHTS for Small Molecule Agonists and Allosteric Enhancers of Human TRH Receptor: Primary Screen for Agonists. actives 0.18% (n = 360,000). activation, % at 2 µM. Thyrotropin-releasing hormone receptor (Homo sapiens), P34981. TRHR cells, calcium flux fluo-8, FDSS agonist mode; in the data active means activation above about 30%; further: 0% is about no effect
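TRHR-expressing cells loaded with fluo-8 calcium dye; 23 nL library compound pin-transferred, kinetic FDSS fluorescence (Ex 480/Em 530) recorded about 180 s for agonist-induced calcium release, before a 10 nM TRH EC20 addition for potentiator mode.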
rTrxR1 inhibitor – qHTS Assay for Inhibitors of Mammalian Selenoprotein Thioredoxin Reductase 1 (TrxR1): qHTS; recombinant rTrxR1, NADPH fluorescence consumption, selenite substrate; Potency, µM (titrated, usually from 114 µM), inactives show top-dose activity change, negative = inhibition, usual class: inhibitors; actives 1% (n = 390,000); AID 588453, 2011; Thioredoxin reductase 1, cytoplasmic (Rattus norvegicus), O89049; further: potency means the concentration at half of the fitted maximal effect; on the % scale 0 is the no-effect control and ±100 the full control effect; nearly all actives have a fitted effect of over 65% in size
Target sequence (O89049 whole entry, looked up): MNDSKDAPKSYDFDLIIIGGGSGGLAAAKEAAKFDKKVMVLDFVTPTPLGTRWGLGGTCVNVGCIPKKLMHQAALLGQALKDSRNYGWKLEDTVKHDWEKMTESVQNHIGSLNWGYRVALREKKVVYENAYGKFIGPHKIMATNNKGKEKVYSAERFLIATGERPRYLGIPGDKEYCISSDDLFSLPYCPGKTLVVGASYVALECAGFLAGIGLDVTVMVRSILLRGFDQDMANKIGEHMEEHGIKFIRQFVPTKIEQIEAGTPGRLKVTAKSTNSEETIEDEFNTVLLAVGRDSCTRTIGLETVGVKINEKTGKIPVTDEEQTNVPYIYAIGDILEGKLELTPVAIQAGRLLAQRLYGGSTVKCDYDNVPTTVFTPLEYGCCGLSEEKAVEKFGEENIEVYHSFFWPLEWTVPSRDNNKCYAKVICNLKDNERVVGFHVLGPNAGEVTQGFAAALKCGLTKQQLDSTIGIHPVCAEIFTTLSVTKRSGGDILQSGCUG
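Rat TrxR1 (90 nM in the dispensed reagent) was pre-reduced with 400 uM NADPH for 5 min at room temperature, then incubated with compound for 15 min. After 400 uM selenite was added, NADPH fluorescence (Ex 340/Em 450 nm) was followed for 8 min.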
TRHR PAM – qHTS for Small Molecule Agonists and Allosteric Enhancers of Human TRH Receptor: Primary Screen for Enhancers; actives 0.66% (n = 360,000); AID 493056, 2011; TRHR cells, fluo-8 calcium fluorescence, EC20 TRH enhancement; enhancement, % at 2 µM; Thyrotropin-releasing hormone receptor (Homo sapiens), P34981; in the data active means enhancement above about 30%; further: 0% is about no effect
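Enhancer read-out: after compound pinning and an initial kinetic agonist-mode read, an EC20 of TRH (10 nM final) was injected and fluo-8 calcium signal (Ex 480/Em 530) followed at 1 s/cycle for 100 cycles in TRHR-expressing cells.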
D2 antag – HTS Assay for Allosteric Antagonists of the Human D2 Dopamine Receptor: Primary Screen for Antagonists; actives 2% (n = 340,000); inhibition, % at 10 µM; D(2) dopamine receptor (Homo sapiens), P14416; HEK293 TREx D2 cells, calcium flux, dopamine EC80; in the data active means inhibition above about 30%; further: 0% is about no effect
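HEK293 T-REx D2 cells, tet-induced, calcium dye no-wash. Cpd pintool add, 180 s kinetic, then EC80 DA, 180 s kinetic. Ca flux read.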
TrxR1 substrate – qHTS Assay for Substrates of Mammalian Selenoprotein Thioredoxin Reductase 1 (TrxR1): qHTS; purified TrxR1 substrate turnover, NADPH consumption readout; Potency, µM (titrated, usually from 114 µM), for inactives: at the highest dose activity change, negative = substrate turnover; actives 0.01% (n = 390,000); AID 588456, 2011; further: potency means the concentration at half of the fitted maximal effect; on the % scale 0 is the no-effect control and ±100 the full control effect; nearly all actives have a fitted effect of over 50% in size
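Rat TrxR1, dispensed at 90 nM, was prereduced with 400 uM NADPH (final) for 5 min at ~22 deg C, then incubated with compound 15 min before 400 uM selenite. A first-read NADPH fluorescence drop versus no-compound background flagged substrates.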
Starred values were filed as active, the others as inactive; ? = inconclusive; . = no result given; [ ] = remark or other dose. Unless noted, the call rests on the fitted dose curve; in most records, active means well fitted inhibition curve with a large enough effect; inconclusive means small, poorly fitted or top-dose-only effect; inactive means no such curve, though single readings can be large or run the other way. A portion of the library (hit frequency here may not be typical).

SMILES	D2 agonist	USP1 inh	IDH1 R132H inh	Pin1 inh	TRHR ag	rTrxR1 inhibitor	TRHR PAM	D2 antag	TrxR1 substrate
CCCCC(c1nnnn1CC1CCCO1)N1CCN(c2nc3ccccc3s2)CC1 (configuration not stated)	0.3	-15%	0%	-8%	-0.2	13%[57.1 µM]	-2	-24	-10%
O=C(CN1CCC(C(=O)c2cccc(Cl)c2)CC1)Nc1ccc(C(=O)O)cc1	0.0	11%	-9%	-2%	0.2	-5%[57.1 µM]	-4	16	-1%[57.1 µM]
Cc1nc2ccc([N+](=O)[O-])cc2c(=O)n1Cc1ccccc1Br	-0.9	-20%	2%	17%	-0.8	15%[57.1 µM]	-2	-1	6%[57.1 µM]
Cc1ccc(CNC(=O)CSc2nc3ccccc3nc2Cc2ccc(C)cc2)cc1	.	?	0%	0%	0.2	12%[57.1 µM]	-2	.	-2%[57.1 µM]
O=C(CN1CCN(Cc2ccccc2)CC1)Nc1ccc(Br)cc1	-0.7	3%	4%	-3%	0.3	23%	-8	12	2%
NC(=O)c1ccc(NC(=O)COC(=O)CC2CC3CCC2C3)cc1 (configuration not stated)	.	-11%	3%	6%	.	-12%	.	.	-7%
Cc1ccc(C(=O)N2CCN(c3ccc(NC(=O)c4ccc5c(c4)OCCO5)cc3)CC2)cc1	-2.3	-21%	14%	3%	-0.4	24%	-6	-8	2%
COCCNC(=O)/C(C#N)=C/c1cn(CC(=O)NCc2ccco2)c2ccccc12	.	-26%	2%	44%[activator]	-1.0	-4%	-11	.	1%
CCn1cc(C(=O)NCCCN2CCC(C)CC2)c(=O)c2cc(S(=O)(=O)N3CCCC3)ccc21	-0.1	-18%	-1%	8%	0.9	2%	0	17	3%
COc1ccc(NC(=O)NCc2cccnc2)cc1OC	0.7	-13%	10%	-11%	1.0	22%	13	-14	5%
CS(=O)(=O)N(CC(=O)Nc1ccccc1Cl)c1ccc(Cl)cc1	-0.3	-24%	1%	2%	-0.1	16%[57.1 µM]	-2	-6	-18%[57.1 µM]
CSCCC(NS(=O)(=O)c1ccc2c(c1)OCCO2)C(=O)N(C)Cc1ccc(C)cc1 (configuration not stated)	-0.3	-24%	8%	9%	-0.1	-20%	-9	10	-6%
Cc1ccc(-c2cn(-c3ccc(Cl)cc3)c(S(=O)(=O)CC(=O)Nc3ccccc3)n2)cc1	0.7	8%	-9%	-6%	0.7	3%	5	.	-5%
Cc1ccc(Cn2c(CNC(=O)c3ccc(Cl)c([N+](=O)[O-])c3)nc3cccnc32)cc1	-0.3	-4%	-12%	-1%	-0.5	21%[57.1 µM]	-3	.	1%[57.1 µM]
COCC(C)n1c(C)cc(C(=O)COC(=O)c2nn(C)c(=O)c3ccccc23)c1C (configuration not stated)	.	-18%	3%	-1%	.	1%	.	.	3%
O=C(Nc1cccc(C(=O)N2CCN(c3ccccc3)CC2)c1)c1nsc2ccccc12	-0.2	-13%	0%	6%	-0.1	17%[57.1 µM]	-2	.	-1%[57.1 µM]
Cc1ccc(NC(=O)Cc2ncc(C(F)(F)F)cc2Cl)cc1Cl	-0.2	-14%	6%	-1%	1.0	8%[57.1 µM]	-10	44*	5%[57.1 µM]
COc1cccc(C(=O)NCC(=O)N2CCC(C)CC2)c1	0.0	-13%	5%	-10%	0.4	-5%	-1	13	-1%
O=C(NCc1ccco1)c1ccc(CS(=O)Cc2cccc(Cl)c2)o1 (configuration not stated)	0.9	-12%	2%	-8%	0.2	1%	1	15	-1%
O=S(=O)(NCC1CCCO1)c1ccc(S(=O)(=O)N(Cc2ccc(F)cc2)Cc2ccco2)cc1 (configuration not stated)	0.0	-5%	2%	5%	2.0	1%	-7	2	-2%
O=C(O)c1cc(Sc2ccc(Br)cc2)nc2ccccc12	0.0	-3%	-3%	0%	-0.2	9%[57.1 µM]	-4	9	-5%
CC(C)c1[nH]nc2c1C1(CCN(Cc3ccccc3)CC1)C(C#N)=C(N)O2	4.5	-20%	7%	?	2.0	?	6	40*	0%
O=C(c1cc2ccc([N+](=O)[O-])cc2oc1=O)N1CCOCC1	0.2	-24%	-7%	-2%	0.5	5%[57.1 µM]	2	8	0%[57.1 µM]
N/C(=N\OC(=O)c1ccc(Cl)cc1[N+](=O)[O-])c1ccccn1	-0.1	-9%	9%	1%	0.7	19%[57.1 µM]	4	0	17%[57.1 µM]
Cc1nnc(SCC(=O)N2CCN(S(=O)(=O)c3ccc(Cl)cc3)CC2)[nH]c1=O	-1.6	-24%	1%	-27%	-0.1	11%	2	-10	0%
CCc1nn(CC(=O)N2CCN(c3ccc(OC)cc3)CC2)c(=O)c2cc3sccc3n12	-0.2	17%	-2%	2%	0.1	-1%	6	.	-2%
CCN(C(=O)COc1ncnc2sccc12)c1ccccc1	.	-19%	2%	7%	-1.3	6%[57.1 µM]	4	.	9%[57.1 µM]
Cc1cc(C(=O)CN2C(=O)C(=O)N(C3CCCC3)C2=O)c(C)n1CCc1ccccc1	8.0	-18%	1%	20%	0.0	9%	-3	-13	-6%
CC(=O)Nc1ccc(NC(=O)c2nc(SCc3ccccc3C)ncc2Cl)cc1	0.5	12%	.	2%	0.6	29%	2	.	1%
CC(NC(=O)c1ccccc1Cl)C(=O)OCc1cn2cc(Cl)ccc2n1 (configuration not stated)	.	-23%	0%	-6%	.	13%	.	.	4%
CCOC(=O)c1cnc(-n2[nH]c(C)c(Cc3ccccc3)c2=O)[nH]c1=O	0.9	-12%	-2%	-11%	-1.6	-5%[57.1 µM]	-4	-11	-5%[57.1 µM]
CC(=O)CSc1nnc(Cc2ccc([N+](=O)[O-])cc2)o1	.	-16%	3%	1%	-0.5	11%[57.1 µM]	8	.	8%[57.1 µM]
CC1(C)CC(CCNC(=O)c2ccc(-n3cnnn3)cc2)CC(C)(C)N1	0.0	-16%	3%	-11%	0.0	15%[57.1 µM]	4	-5	9%[57.1 µM]
CCOC(=O)C1CCCN(C(=O)CNS(=O)(=O)c2ccc(Br)s2)C1 (configuration not stated)	0.9	-1%	1%	2%	-0.1	12%	-4	28	-2%
CC[C@H](C)[C@@H]1NC(=O)c2cc([N+](=O)[O-])cc(I)c2SC[C@@H](C(N)=O)NC(=O)[C@H](CCCCN)NC1=O	0.2	-29%	5%	3%	0.3	20%	-1	-15	8%
CC(C)C[C@H]1CNC(=S)N1CC1CCN(CCCC2CCCC2)CC1	.	-16%	7%	1%	.	23%	.	.	10%
Cc1ccc2c(c1)c(=O)c(Br)c(C)n2Cc1ccccc1	0.1	-10%	10%	5%	-0.5	-5%	-5	56*	2%
O=[N+]([O-])c1ccc(N2CCN(c3ccccc3Cl)CC2)cn1	-2.9	-9%	11%	-15%	-1.4	-1%	-1	-2	-3%
O=C(c1ccco1)N1CCN(Cc2ccc(F)cc2Cl)CC1	79*	-7%	-4%	2%	-2.4	11%[57.1 µM]	-9	58*	6%[57.1 µM]
O=S(=O)(c1ccccc1)c1ccc(NCc2ccco2)cc1	0.6	-9%	6%	13%	-1.1	-29%	7	12	6%
CCOc1ccc(-n2ccnc2SCC(=O)Nc2nc3ccc(C)cc3s2)cc1	0.6	1%	-6%	6%	-0.3	15%[57.1 µM]	2	.	4%[57.1 µM]
O=C(O)c1ccc(N2CCCCC2)cc1O	3.3	-21%	-6%	0%	0.1	11%	2	0	4%
O=C(COC(=O)c1cc(S(=O)(=O)N2CCCCC2)ccc1N1CCOCC1)NC1CCS(=O)(=O)C1 (configuration not stated)	0.4	-19%	3%	-6%	0.4	18%[57.1 µM]	1	13	-8%[57.1 µM]
CC(Nc1ccccc1CO)C(=O)Nc1cccc(Cl)c1Cl (configuration not stated)	0.0	-9%	9%	-1%	-0.2	21%[57.1 µM]	23	-5	0%[57.1 µM]
CC(C)CC1(C)NC(=O)N(CC(=O)Nc2ccccc2Br)C1=O (configuration not stated)	.	7%	4%	-6%	.	0%[2.29 µM]	.	.	7%[57.1 µM]
CC(C)c1nc2ccc(Br)cn2c1NC1CCCC1	-0.9	-19%	14%	-18%	-0.8	21%	-1	0	1%
O=C(N/N=C/c1cc2c(cc1Cl)OCO2)c1ccccn1	.	-15%	0%	-3%	.	12%	.	.	-1%
COc1ccccc1OCCCCN1CCCCC1	.	-12%	-6%	2%	0.5	10%	2	.	2%
Cc1cc(C)nc(NS(=O)(=O)c2ccc(NC(=S)NC(=O)C(C)C)cc2)n1	1.1	-4%	11%	?	0.1	-3%	10	-9	6%

Just D2 antag and TrxR1 substrate, for 2 of the compounds above:
| Compound | D2 antag | TrxR1 substrate |
| --- | --- | --- |
| CC(C)CC1(C)NC(=O)N(CC(=O)Nc2ccccc2Br)C1=O (configuration not stated) | . | 7%[57.1 µM] |
| CC(C)c1nc2ccc(Br)cn2c1NC1CCCC1 | 0 | 1% |
